Tau fibril FP = inhibitors of human tau fibril formation. P10636. K18 P301L tau heparin fibrillization, Alexa594 FP, 6 h. Potency, µM (doses to about 57.7 µM), for the others: top-dose activity, negative = inhibition, usual class: inhibitors. 0.39% of 280,000 active. AID 1468; further: on the % scale 0 is the no-effect control and ±100 the full control effect; nearly all actives have a fitted effect of over 55% in size
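Human tau K18 […] P301L fragment, 15 uM unlabeled plus 0.24 uM Alexa 594-labeled tau (final), with compound and 20 uM heparin in 100 mM sodium acetate pH 7; 6 hr at 37 C, then Alexa 594 FP read.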
Tau fluor counter = counter-screen for tau fibril formation inhibitors; tau K18 P301L Alexa594 fluorescence, heparin fibrillization; Potency, µM (doses to about 57.7 µM), without a hit: top-dose activity change, negative = decrease; 0.93% of 280,000 active; AID 1463; further: on the % scale 0 is the no-effect control and ±100 the full control effect; nearly all actives have a fitted effect of over 55% in size
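Human K18 P301L tau (15 uM unlabeled plus 0.24 uM Alexa 594-labeled, final) in 100 mM sodium acetate pH 7 was mixed with compound and 20 uM heparin and incubated 6 hr at 37 C.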
RECQ1 inh = blocks DNA unwinding by human RECQ1. P46063. RECQ1 DNA unwinding, red fluorescence kinetic read. Potency, µM (highest dose often 57.3 µM), for inactives: at the highest dose activity, negative = inhibition, usual class: inhibitors. 0.54% of 240,000 active. AID 2549;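 further: plate controls were vehicle for no effect and no enzyme for full effect; nearly all actives have a fitted effect of over 30% in size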
Target sequence (P46063 whole entry, looked up): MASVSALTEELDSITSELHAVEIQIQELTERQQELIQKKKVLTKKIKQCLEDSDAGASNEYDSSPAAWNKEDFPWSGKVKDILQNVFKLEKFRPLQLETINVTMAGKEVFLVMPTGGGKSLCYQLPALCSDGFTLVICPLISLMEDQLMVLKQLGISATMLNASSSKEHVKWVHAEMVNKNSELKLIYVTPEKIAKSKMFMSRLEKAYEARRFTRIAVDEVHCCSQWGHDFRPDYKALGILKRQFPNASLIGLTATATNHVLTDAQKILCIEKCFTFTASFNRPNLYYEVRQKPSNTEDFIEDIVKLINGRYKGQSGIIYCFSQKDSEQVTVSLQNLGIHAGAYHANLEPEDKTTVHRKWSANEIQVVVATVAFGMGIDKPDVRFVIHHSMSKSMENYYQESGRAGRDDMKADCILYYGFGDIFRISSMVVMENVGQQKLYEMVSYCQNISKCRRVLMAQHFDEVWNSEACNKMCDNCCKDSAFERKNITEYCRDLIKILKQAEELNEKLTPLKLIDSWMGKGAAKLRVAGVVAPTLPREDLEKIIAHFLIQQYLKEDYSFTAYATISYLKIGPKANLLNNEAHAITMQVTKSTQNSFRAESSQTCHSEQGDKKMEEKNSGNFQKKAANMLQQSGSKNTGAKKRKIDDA
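50 nM RECQ1T1 preincubated 15 min with compound in Tris pH 8.0 buffer with MgCl2, DTT, Tween-20 and 2.5 ug/ml poly(dI-dC); started with 200 nM TAMRA/BHQ-2 forked duplex and 2 mM ATP. Unwinding read as fluorescence (525/598 nm), two reads 2 h apart.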
TexasRed fluor = counter-screen for TRb-SRC2 inhibitors: fluorescence interference. TRb/SRC2 Texas Red total fluorescence interference. Potency, µM (top dose mostly 106 µM), inactives show at the highest dose fluorescence change, negative = quenching. 0.29% of 280,000 active. AID 1479; active means well fitted curve in either direction with a large enough effect; inconclusive means small, poorly fitted or top-dose-only effect; further: on the % scale 0 is the no-effect control and ±100 the full control effect
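Flags fluorescent or light-absorbing compounds by total fluorescence, S + 2P, at 555 nm excitation and 632 nm emission. Mixture: 20 nM Texas Red SRC2 peptide, 0.6 uM human TRb LBD, 1 uM T3, 5% DMSO; compound exposure 5 h at ambient temperature.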
L3MBTL1 inh = inhibitors of human L3MBTL1 | Q9Y468 | AlphaScreen L3MBTL1–H3K9me1 peptide binding | Potency, µM (highest dose often 57.1 µM), inactives show at the top dose activity, negative = inhibition, actives largely listed as inhibitors | 0.66% of 230,000 active; further: on the % scale 0 is the no-effect control and ±100 the full control effect; nearly all actives have a fitted effect of over 60% in size
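AlphaScreen proximity signal between nickel-chelate acceptor and streptavidin donor beads (final 10 ug/mL) reports binding of 50 nM L3MBTL1 to 75 nM biotin-H3 K9me1 peptide; complex incubated with compounds 30 min at room temperature; cefsulodin titration as control.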
Tau fibril ThT = tau fibrillization inhibition (ThT binding). P10636. recombinant tau K18 P301L (four-repeat tau fragment), heparin-induced fibrillization, ThT fluorescence. Potency, µM (series often up to 57.4 µM), for the others: top-dose activity, negative = inhibition, usual class: inhibitors. 2.1% of 270,000 active; further: on the % scale 0 is the no-effect control and ±100 the full control effect; nearly all actives have a fitted effect of over 55% in size
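Heparin-induced fibrillization of the P301L-mutant K18 repeat-domain fragment of human tau was followed by ThT binding in quantitative high-throughput format.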
TRb-SRC2 inh = TRbeta-SRC2 interaction inhibition | P10828 | TRbeta-SRC2 peptide binding, fluorescence polarization; receptor liganded with 1 µM T3 | Potency, µM (titrated, usually from 106 µM), without a hit: top-dose activity change, negative = inhibition, actives largely listed as inhibitors | 0.065% of 280,000 active;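 further: plate controls were bound peptide for no effect and peptide without receptor for full effect; nearly all actives have a fitted effect of over 50% in size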
Target sequence (P10828 whole entry, looked up): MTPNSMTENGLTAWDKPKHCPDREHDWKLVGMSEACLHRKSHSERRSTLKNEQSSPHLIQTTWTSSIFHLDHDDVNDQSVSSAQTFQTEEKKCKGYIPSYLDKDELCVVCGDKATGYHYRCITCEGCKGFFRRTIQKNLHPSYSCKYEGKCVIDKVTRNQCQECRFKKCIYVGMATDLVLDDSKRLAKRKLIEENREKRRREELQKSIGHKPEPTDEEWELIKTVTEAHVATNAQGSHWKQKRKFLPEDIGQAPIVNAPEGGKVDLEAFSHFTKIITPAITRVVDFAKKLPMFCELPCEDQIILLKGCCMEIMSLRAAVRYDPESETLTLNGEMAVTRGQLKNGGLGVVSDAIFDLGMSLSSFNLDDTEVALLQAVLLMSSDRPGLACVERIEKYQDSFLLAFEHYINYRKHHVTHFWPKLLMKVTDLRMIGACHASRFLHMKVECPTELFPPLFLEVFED
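Fluorescence polarization of 20 nM Texas Red SRC2 peptide (20-aa NR interaction domain) bound to 0.6 uM human TRb ligand-binding domain, with 1 uM T3, after 5 hr at ambient temperature; inhibition seen as decreased polarization.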
HTT cytoprotect = protects HTT-Q103 PC12 cells, measured by ATP | PC12 HTT-Q103 induced, cytoprotection, ATP luminescence, 40 h | Potency, µM (top dose mostly 56.4 µM), for the others: cytoprotection (ATP increase), hits mostly activators | 0.14% of 230,000 active;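 further: % of control where 0% means no effect; nearly all actives have a fitted effect of over 45% in size; toxic huntingtin expression switched on by the ecdysone agonist tebufenozide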
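Compounds added alongside 100 nM tebufenozide, which induces toxic Q103 huntingtin exon 1-GFP in stable PC12 cells; surviving cells quantified by luminescent ATP measurement. Medium: phenol red-free DMEM, 5% equine and 5% calf serum.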
* = called active by the depositor; i = inactive; ? = inconclusive; / = not tested or not shown; & = joins results of further samples; [ ] = dose if it differs, or a comment. Unless noted, the call rests on the fitted dose curve; in most records, active means well fitted curve in the direction sought with a large enough effect; inconclusive means small, poorly fitted or top-dose-only effect, or another doubt; inactive means no such curve, though single readings can be large; an effect the other way counts as inactive or inconclusive. Potency means the concentration at half of the fitted maximal effect. This is a subset; count on the stated rates, not on these rows.

no.	Molecule	Tau fibril FP	Tau fluor counter	RECQ1 inh	TexasRed fluor
1	CC(C)c1cnc2c(c1SCC(=O)Nc1ccc(C(N)=O)cc1)c(=O)n(C)c(=O)n2C	-5.5%	-8.4%	/	-1.5%
2	CC1CN(C(=O)c2cccc(S(=O)(=O)Nc3ccc(Cl)cc3)c2)CC(C)O1 (centres undefined)	-11.9%	-1.3%	-10.1%	-3.0%
3	COC(=O)CC1=C(C(=O)OC)C(c2cc(OC)c(OC)cc2OC)C(C#N)=C(N)O1 (centres undefined)	-9.8%	-20.5%	-15.1%	-4.2%
4	CC(C)c1ccc(-c2noc(SCC(=O)N3CCN(c4ccc(F)cc4)CC3)n2)cc1	2.4%	-9.7%	/	-0.8%
5	CSc1nc(N2CCOCC2)c2c(c1C#N)CC(C)(C)OC2	0.8%	-9.6%	-15.9%	-3.7%
6	COc1ccc(N2CCN(C(=O)Nc3ccc(Cl)cc3)CC2)cc1	5.5%	-23.5%	/	1.2%
7	Cc1ccc(S(=O)(=O)N2CCC(Oc3ccc(-n4cnnn4)cc3)CC2)cc1	?	-15.3%	/	0.4%
8	COc1ccc(-c2noc(Cn3c(=O)c4ccccc4n(CC(=O)Nc4cccc(OC)c4)c3=O)n2)cc1	?	-28.8%	/	-2.5%
9	CCC1=C2CC[C@H]3C(=O)N(c4ccccc4)C(=O)[C@H]3[C@H]2[C@@]2(C)C(=NCc3ccccc3)OC(=O)N2C1=O	-9.8%&-5.8%	-7.3%&8.8%	-19.4%	-7.1%&-1.1%
10	CCCCOc1ccc(CNC(=O)c2cccc(NC(=O)N3CCSc4ncccc43)c2)cc1	?	?	/	-0.2%

no.	L3MBTL1 inh	Tau fibril ThT	TRb-SRC2 inh	HTT cytoprotect
1	/	-3.5%	2.3%	/
2	1.3%	3.4%	-11.4%	-15.3%
3	/	?	-12.1%	0.5%
4	/	-18.6%	-0.6%	/
5	/	-1.4%	0.7%	-16.8%
6	/	?	-0.8%	/
7	/	5.2%	-1.1%	/
8	/	26.6%	2.3%	/
9	/	-17.3%&-0.1%	-3.1%&-0.6%	10.2%
10	/	?	-6.9%	/

Other entries:
no.	Molecule	Tau fibril FP	Tau fluor counter	RECQ1 inh	TexasRed fluor
11	Cc1ccc(-n2c(=O)c3ccc(C(=O)NCc4ccccc4Cl)cc3n(CC(=O)Nc3cccc(F)c3)c2=O)cc1	15.8µM*	?	/	-0.4%
12	Cc1ccc(CCNC(=O)c2c(C)oc3nc(C)nc(N4CCOCC4)c23)cc1	2.2%	-10.5%	/	1.7%
13	O=C(O)c1c(-n2cccc2)sc2c1CCCC2	2.4%	-2.1%	i	-0.1%[53 µM]
14	CN(C)c1ccc(/C=N/NC(=O)CNC(=O)c2ccco2)cc1	0.7%	-6.3%	-3.3%	-1.3%
15	O=C(c1cccs1)N(Cc1ccco1)C1CCS(=O)(=O)C1 (centres undefined)	-0.7%	3.3%	i	2.5%
16	Cc1ccc(S(=O)(=O)c2cn(CC(=O)Nc3cccc(Cl)c3)c3ccccc3c2=O)cc1	?	?	/	0.8%
17	O=c1[nH][nH]c(C(F)(F)F)c1C=Nc1ccc(Cl)cc1	-3.9%	-2.5%	?	-5.3%
18	CCOc1ccc(NC(=O)CCS(=O)(=O)c2ccc3c(c2)CCCN3C(C)=O)cc1	3.1%	-4.0%	20.6%	-0.3%
19	O[C@H]1[C@H]2c3cc4c(cc3CN3CCC(=C[C@@H]1O)[C@H]23)OCO4	-4.1%	-1.0%	i	0.3%
20	CCc1cccc2c(C(=O)C(F)(F)F)cn(CC(=O)NCC3CCCO3)c12 (centres undefined)	3.3%	10.2%	i	-1.6%

no.	L3MBTL1 inh	Tau fibril ThT	TRb-SRC2 inh	HTT cytoprotect
11	/	6.9%	-4.2%	/
12	/	-1.4%	-14.5%	/
13	-3.1%	0.6%	2.8%[53 µM]	-2.4%[10 µM]
14	/	-17.2%	8.9%	-38.7%
15	-0.6%	-2.0%	1.7%	-2.3%[0.074 µM]
16	/	0.1%	-0.5%	/
17	0.3%	-1.7%	-0.8%	10.3%
18	?	3.0%	0.8%	?
19	/	-3.3%	-5.1%	-106.0%[inhibitor]
20	-7.5%	5.4%	3.2%	/

Fetched one by one from the list above, two records:
no.	Molecule	Tau fibril FP	Tau fluor counter	RECQ1 inh	TexasRed fluor
17	O=c1[nH][nH]c(C(F)(F)F)c1C=Nc1ccc(Cl)cc1	-3.9%	-2.5%	?	-5.3%
19	O[C@H]1[C@H]2c3cc4c(cc3CN3CCC(=C[C@@H]1O)[C@H]23)OCO4	-4.1%	-1.0%	i	0.3%

no.	L3MBTL1 inh	Tau fibril ThT	TRb-SRC2 inh	HTT cytoprotect
17	0.3%	-1.7%	-0.8%	10.3%
19	/	-3.3%	-5.1%	-106.0%[inhibitor]

More results follow:
no.	Molecule	Tau fibril FP	Tau fluor counter	RECQ1 inh	TexasRed fluor
21	COc1ccc([C@@]2(O)c3c(ccc(CC=C(C)C)c3O)NC(=O)[C@@H]2OC)cc1	-5.7%	-0.6%	-20.9%	1.5%
22	Fc1ccc(Cn2cnc3ccccc32)cc1	-8.9%	-4.9%	-2.5%	0.1%
23	Cc1ccc(S(=O)(=O)CCN2CCC(n3cccc3)CC2)cc1	-7.4%	-9.8%	i	-3.8%
24	Cc1cn(Cc2ccccc2)c(=O)[nH]c1=O	10.4%	1.2%	5.7%	1.2%
25	O=C1c2ccccc2C2=Nc3ccccc3SC(c3ccccc3F)C12 (centres undefined)	?	5.62µM*[quencher]	-9.8%	0.7%
26	Cc1ccc2nc(Nc3ccc(Br)cc3)nc(-c3ccccc3)c2c1	?	-25.9%	/	0.5%
27	Cn1c(N)c(C(=O)CN2CCc3ccccc3C2)c(=O)n(C)c1=O	-4.5%	-5.4%	13.5%	-1.5%
28	COc1cccc2c(=O)n(CC(=O)N3CCCc4ccccc43)ccc12	3.1%	-10.2%	-1.4%	0.4%
29	CCCCCCCCCCCCCCCCCCOC[C@@H](O)COP(=O)([O-])OCC[N+](C)(C)C	1.1%	-10.2%	-7.7%	-2.6%
30	CC(C)CNC(=S)NC(=O)c1ccc([N+](=O)[O-])cc1	3.9%	-17.1%	i	-0.6%

no.	L3MBTL1 inh	Tau fibril ThT	TRb-SRC2 inh	HTT cytoprotect
21	/	0.6%	-5.5%	4.5%[10 µM]
22	/	-6.0%	9.2%	3.8%
23	-22.1%	-5.3%	2.8%	6.6%[10 µM]
24	/	-5.0%	-3.4%	7.4%
25	?	7.94µM*	1.6%	-69.5%[inhibitor]
26	/	-13.2%	-4.1%	/
27	-1.0%	-10.2%	-4.1%	12.0%[10 µM]
28	/	-10.9%	-4.8%	-33.6%
29	/	-11.6%	-4.3%	?
30	-11.8%	-15.1%	-4.6%	-1.0%

Next section
no.	Molecule	Tau fibril FP	Tau fluor counter	RECQ1 inh	TexasRed fluor
31	O=C1CC(Nc2ccc(N3CCOCC3)cc2)C(=O)N1c1cccc(C(F)(F)F)c1 (centres undefined)	0.0%	-26.0%	?	7.0%
32	O=C(Nc1ccccc1Cl)Oc1ccc(-c2ccccc2)cc1	-3.2%	-21.5%	i	0.4%
33	CCOC(=O)C1=C(C)N=C2SC(C)C(=O)N2C1/C=C/c1ccccc1OC (centres undefined)	?	-8.7%	-10.6%	-6.6%
34	O=C(COc1ccc(Cl)cc1Cl)Nc1ccc(S(=O)(=O)NC2=NCCCCC2)cc1	2.5%	-29.7%	-1.1%	1.0%
35	COc1ccc(CN2C(=O)NC(C)(c3ccc(C)cc3)C2=O)cc1F (centres undefined)	-2.9%	-17.0%	-2.0%	0.0%
36	CS(=O)(=O)Nc1ccc(-c2nc3ccccc3s2)cc1	-13.5%	-15.8%	/	1.4%
37	O=C(NCCCN1CCN(CCCNC(=O)c2ccc(F)cc2)CC1)c1ccc(F)cc1	0.9%	-1.0%	-19.9%	0.5%
38	N#Cc1c(NCCCO)nc(NCc2ccccc2)c2c1CCN(Cc1ccccc1)C2	-2.4%	-25.0%	-12.1%	-7.6%
39	O=C(NC(=S)Nc1ccccc1N1CCOCC1)c1ccc([N+](=O)[O-])cc1	7.0%	-22.4%	-4.5%	-2.9%
40	Cc1cccc(C)c1NC(=O)c1c(C)nn(-c2ccccc2)c1Cl	?	-7.4%	2.1%	-3.3%

no.	L3MBTL1 inh	Tau fibril ThT	TRb-SRC2 inh	HTT cytoprotect
31	?	15.8µM*	-11.1%	-1.7%
32	/	-17.8%	-2.0%	-8.9%[10 µM]
33	-10.5%	-7.5%	-1.7%	15.7%[10 µM]
34	-11.4%	2.2%	-4.5%	31.0%[10 µM]
35	-14.4%	-8.3%	10.6%	-6.3%
36	/	-9.3%	0.1%	/
37	3.6%	3.6%	-18.4%	5.7%[10 µM]
38	-17.9%	?	3.8%	8.9%
39	-6.5%	-6.7%	-1.3%	-4.1%[10 µM]
40	6.8%	-19.6%	-2.8%	-12.7%[10 µM]

Following part.
no.	Molecule	Tau fibril FP	Tau fluor counter	RECQ1 inh	TexasRed fluor
41	CCc1ccc2oc(-c3cccc(NC(=O)c4ccc(-c5cccc([N+](=O)[O-])c5)o4)c3)nc2c1	4.6%	?	/	-8.1%
42	COc1ccc(CCN(C(=O)c2ccco2)C(C(=O)NC2CCCC2)c2ccncc2)cc1OC (centres undefined)	5.4%	-0.2%	12.4%	-0.2%
43	COc1cc(-c2noc(C3CC(=O)N(c4cc(C)ccc4C)C3)n2)cc(OC)c1OC (centres undefined)	-6.4%	-9.2%	/	-0.4%
44	CCN(CC)C(=O)Oc1cc(COC)nc(-c2ccccc2)n1	6.8%	2.0%	-1.3%	3.3%

no.	L3MBTL1 inh	Tau fibril ThT	TRb-SRC2 inh	HTT cytoprotect
41	/	?	11.1%	/
42	-27.0%	2.1%	-2.7%	-1.9%[10 µM]
43	/	-9.0%	-3.4%	/
44	10.1%	4.5%	-1.7%	-6.7%[10 µM]

Single entries from the entries so far.
COc1ccc(CCN(C(=O)c2ccco2)C(C(=O)NC2CCCC2)c2ccncc2)cc1OC (centres undefined) – Tau fluor counter: -0.2%
COc1cc(-c2noc(C3CC(=O)N(c4cc(C)ccc4C)C3)n2)cc(OC)c1OC (centres undefined) – TRb-SRC2 inh: -3.4%

Assay outcomes (PubChem)
